MMP13 inh – MMP13 (human) collagenase inhibition; MMP-13 fTHP FRET cleavage, Mca fluorescence; inhibition, % at 4 µM; 0.07% of 65,000 active; AID 570;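 active means inhibition above the mean of compound-free control plate wells plus 3 SD, cut at about 14% in these data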;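 further: 0% = DMSO wells and 100% = wells with reference MMP-13 inhibitor after basal subtraction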
HTR1E agonist – 5-HT1E (human) receptor agonism | P28566 | CHO 5-HT1E Ga15 NFAT-bla reporter, FRET; 0% DMSO wells, 100% control agonist wells | activation, % at 6 µM | 0.69% of 65,000 active | AID 574;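 active means activation above a set limit, the screen-wide mean activation plus 3 SD, cut at about 8.5% in these data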;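 further: 100% = positive control agonist at 1 µM giving full maximal response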
S1P3 ag – S1P3 (human) receptor agonism; activation, % at 4.5 µM; S1P3 NFAT-BLA reporter cells, FRET ratio; relative to 1 µM S1P, basal subtracted; Q99500; 0.1% of 60,000 active;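 active means activation above the screen-wide mean plus 3 SD, cut at about 4.5% in these data, passing the limit was not always enough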; further: some compounds called inactive have numbers as strong as hits
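Assay system: CHO cells stably expressing human S1P3, Gα16 and NFAT-β-lactamase reporter. Timing: overnight plating, 4 h compound 37 °C, 2 h substrate RT. Signal: β-lactamase FRET emission ratio 460/535 nm. Measure: percent activation versus median 1 µM S1P response, basal-subtracted, per plate. Repeats: primary screen single test, confirmation screen in triplicate.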
5-HT1A blocker – 5-HT1a (human) receptor antagonism | inhibition, % at 10 µM | 0.68% of 62,000 active | AID 612 | CHO 5-HT1a Ga15 NFAT-bla reporter, antagonist mode;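 active means inhibition above the mean of all tested compounds plus 3 SD, cut at about 43% in these data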;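 further: receptor stimulated by 5-CT agonist at 100 nM near EC80; beta-lactamase reporter measured by ratiometric fluorescence of a cleavable substrate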
HER2 expr 66K – inhibitors of human Her2 kinase expression. SKBR-3 HER2 protein level, AlphaScreen, 18-24 h; active compounds read low. HER2 level % of control, % at 10 µM. 0.69% of 65,000 active;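 active means HER2 level under 5% of the carrier-only control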;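 further: 100% = DMSO carrier and 0% = 500 nM PU-H71 HSP90 inhibitor; lower value means stronger loss of Her2 protein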
Target sequence (P04626 whole entry, looked up): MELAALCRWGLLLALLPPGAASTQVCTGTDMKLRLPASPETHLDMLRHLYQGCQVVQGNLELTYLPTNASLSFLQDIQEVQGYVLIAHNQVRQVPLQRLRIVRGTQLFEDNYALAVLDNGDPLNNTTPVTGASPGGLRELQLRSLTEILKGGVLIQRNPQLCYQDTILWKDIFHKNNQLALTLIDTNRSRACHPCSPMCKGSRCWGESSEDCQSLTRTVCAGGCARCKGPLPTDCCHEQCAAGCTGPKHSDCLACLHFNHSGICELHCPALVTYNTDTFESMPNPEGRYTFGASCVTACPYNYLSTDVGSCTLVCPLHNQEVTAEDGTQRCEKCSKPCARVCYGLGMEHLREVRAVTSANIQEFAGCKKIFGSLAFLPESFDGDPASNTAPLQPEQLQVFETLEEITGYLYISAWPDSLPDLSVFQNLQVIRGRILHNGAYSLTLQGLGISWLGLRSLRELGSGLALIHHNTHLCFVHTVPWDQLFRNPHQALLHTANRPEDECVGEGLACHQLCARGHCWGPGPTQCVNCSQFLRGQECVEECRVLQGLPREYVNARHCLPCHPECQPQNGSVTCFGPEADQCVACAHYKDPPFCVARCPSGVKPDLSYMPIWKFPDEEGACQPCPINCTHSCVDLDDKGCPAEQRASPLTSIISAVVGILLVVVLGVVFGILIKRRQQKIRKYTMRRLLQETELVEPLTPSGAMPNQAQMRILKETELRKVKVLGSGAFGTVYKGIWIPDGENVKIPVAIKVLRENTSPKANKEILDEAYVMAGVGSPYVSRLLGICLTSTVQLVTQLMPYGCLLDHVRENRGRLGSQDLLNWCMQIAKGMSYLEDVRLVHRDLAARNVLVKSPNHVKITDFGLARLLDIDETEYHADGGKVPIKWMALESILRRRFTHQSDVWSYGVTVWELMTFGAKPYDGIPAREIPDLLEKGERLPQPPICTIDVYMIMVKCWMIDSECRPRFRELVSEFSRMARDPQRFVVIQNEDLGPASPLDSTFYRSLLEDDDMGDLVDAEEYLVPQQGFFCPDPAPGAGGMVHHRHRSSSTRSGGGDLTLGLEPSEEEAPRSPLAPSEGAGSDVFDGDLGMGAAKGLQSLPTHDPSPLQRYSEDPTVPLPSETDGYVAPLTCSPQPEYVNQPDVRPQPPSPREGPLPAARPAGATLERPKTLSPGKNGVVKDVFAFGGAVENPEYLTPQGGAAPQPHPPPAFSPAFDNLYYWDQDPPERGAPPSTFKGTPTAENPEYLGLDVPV
S1P1 ag pot – S1P1 (human) agonism or agonism potentiation | P21453 | S1P1 CRE-bla cells, forskolin, beta-lactamase FRET, potentiator mode; S1P1 agonist co-added at EC20, 2 nM; 100% = saturating reference agonist, 0% = basal | activation, % at 9.5 µM | 0.57% of 56,000 active | AID 449;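 active means activation above a cutoff set at the mean activation of all tested compounds plus 3 SD, cut at about 54% in these data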;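 further: forskolin at 4 µM as EC80 and the EC20 agonist is SEW2871; 100% = SEW2871 at its EC100 plus forskolin at EC80; some compounds past the cut are filed as inactive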
HTR1E antagonist – antagonists of human 5-HT1E serotonin receptor. P28566. CHO 5-HT1E Ga15 NFAT-bla reporter, FRET, antagonist. inhibition, % at 6 µM. 0.99% of 65,000 active. AID 571;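 active means inhibition above a set limit, the mean inhibition across every tested compound plus 3 SD, cut at about 29% in these data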;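 further: signal is the 460 over 535 nm emission ratio of beta-lactamase substrate; 0% = agonist plus DMSO wells and 100% = wells without agonist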
Fluor 339 460 – intrinsic fluorescence of library compounds, ex339/em460 – biochemical, MLSMR library, data from DPM-DC assay, artefact control, profiling panel; 5.5% of 65,000 active; fluorescence fold increase at 10 µM; compound autofluorescence, ex339/em460 nm, NADH buffer; active compounds read high; 1 = no-compound wells, NADH background;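 active means at 10 µM, mean starting fluorescence two-fold or more over control wells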;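 further: signal is the first read of a kinetic run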
A340 absorber – compounds absorbing at 340 nm | compound absorbance at 340 nm, fold over control | fold change at 10 µM | 65,000 tested, under 10 active;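 active means at 10 µM dose, initial 340 nm absorbance at least 2 fold that of control wells; inactive means change under 2 fold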;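 further: initial absorbance extrapolated from kinetic A340 decline of NADH oxidation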
Active calls of the source: *; . = not tested or not shown.

Under each structure: MMP13 inh	HTR1E agonist	S1P3 ag	5-HT1A blocker	HER2 expr 66K	S1P1 ag pot	HTR1E antagonist	Fluor 339 460	A340 absorber
1	CCC(C)(C)n1nnnc1C(c1cc2cc(OC)ccc2[nH]c1=O)N1CCc2ccccc21 (configuration not stated)
  -8	-0.1	0.7	-11	63	-27	-9	1.1	0.99
2	O=C(CCC1CCCCC1)Nc1ncn[nH]1
  0	-0.5	-0.4	-1	93	.	8	1.1	1
3	CCOC(=O)CSc1nc2ccccc2c(=O)n1CCN1CCOCC1
  0	-0.1	1.1	-8	85	12	-5	1	1
4	COc1ccc(CCNC(=O)C2CCCCC2C(=O)O)cc1OC (configuration not stated)
  -4	2.2	-0.7	-15	96	7	1	1.2	1
5	COC(=O)c1ccccc1NC(=O)CSc1nc(-c2ccco2)cc(C(F)(F)F)n1
  2	-1.3	-2.0	28	50	8	50*	1.2	1.1
6	O=C(O)c1cc2cccc(S(=O)(=O)N3CCOCC3)c2cc1O
  -2	-0.8	-0.6	.	78	-6	-11	1.5	1
7	O=C(Nc1ccccc1)N(Cc1cccs1)C1CCCC1
  1	0.8	0.0	0	46	-15	-8	1.1	0.99
8	COc1cccc(NC(=O)C(C#N)Cc2ccncc2)c1 (configuration not stated)
  0	-0.7	0.4	-5	85	-16	-8	0.99	0.97
9	O=C(Nc1ccccc1)NC1(C(=O)N2CCN(C(=O)c3ccco3)CC2)CCCCC1
  3	-0.3	0.1	11	88	-19	2	1.1	0.99
10	COc1cc(C2NC(=O)NC(c3ccccc3)=C2C(C)=O)ccc1OCC(=O)O (configuration not stated)
  4	-0.6	-1.1	6	93	.	6	1.1	1.1
11	CCN(CC)CCCn1c(C)cc2c(c1=O)C(c1cc(OC)c(OC)cc1OC)C(C#N)=C(N)O2 (configuration not stated)
  -2	1.4	-1.6	2	90	4	-12	1.2	1
12	CCOC(=O)c1c(NC(=O)CSc2nc3cccnc3n2C)sc(C(C)=O)c1C
  4	2.4	-0.3	17	101	-30	43*	1.1	1
13	Nc1cc(N)nc(SCCOc2ccccc2)n1
  2	-2.1	-1.5	0	99	-8	2	1	1
14	CC(=O)c1ccc(NC(=O)CSC(C)C)cc1
  2	-0.9	-1.2	-7	90	-5	13	1.1	1.1
15	COc1cccc(N2CCN(CC(=O)c3c[nH]c4ccc(OC)cc34)CC2C)c1 (configuration not stated)
  2	1.6	-1.6	4	61	16	-1	1.1	1

Some of the entries above, reformatted:
10) COc1cc(C2NC(=O)NC(c3ccccc3)=C2C(C)=O)ccc1OCC(=O)O (configuration not stated)
2) O=C(CCC1CCCCC1)Nc1ncn[nH]1
compound no.	10	2
MMP13 inh	4	0
HTR1E agonist	-0.6	-0.5
S1P3 ag	-1.1	-0.4
5-HT1A blocker	6	-1
HER2 expr 66K	93	93
S1P1 ag pot	.	.
HTR1E antagonist	6	8
Fluor 339 460	1.1	1.1
A340 absorber	1.1	1

More records.
Under each structure: MMP13 inh	HTR1E agonist	S1P3 ag	5-HT1A blocker	HER2 expr 66K	S1P1 ag pot	HTR1E antagonist	Fluor 339 460	A340 absorber
16	Cc1ccc(Cn2cccc(NC(=O)c3ccco3)c2=O)cc1
  -1	-0.4	0.4	8	71	-11	2	1.1	1
17	COc1ccc(NC(C)=O)cc1NC(=O)CN1CCN(C2c3ccccc3-c3ccccc32)CC1
  -5	2.8	-0.8	21	71	4	-10	1.1	1
18	CCOC(=O)c1sc(=S)n(C)c1N
  3	0.9	0.2	-2	106	-5	-4	0.97	1.1
19	CCCCn1c(SCC(=O)c2cc(OC)ccc2OC)nc2cc(S(N)(=O)=O)ccc21
  3	0.5	.	-8	83	.	-12	1.1	1.1
20	CCC(c1nnnn1CCOC)N(Cc1ccc(C)cc1)Cc1cc2cc(OC)ccc2[nH]c1=O (configuration not stated)
  -26	0.6	-0.4	14	92	2	-1	1.2	1
21	CCOc1ccc(-n2c(C)nc3c(cnn3-c3ccc(Cl)cc3)c2=O)cc1
  -1	-0.3	-0.2	-62	82	6	3	1	0.98
22	COc1ccccc1CNC(=O)C1CCCN(S(=O)(=O)c2cnc[nH]2)C1 (configuration not stated)
  3	-0.6	-0.6	-7	97	-1	0	1	1
23	COc1ccc2[nH]c(=O)c(CN(C(C)=O)C3CCCCC3)cc2c1
  -25	-0.1	4.2	-11	101	-3	-11	3.5*	1.1
24	O=C(c1cc(-c2cccc(O)c2)on1)N1CCc2ccccc2C1
  2	0.7	0.3	-4	109	-15	0	1.1	1
25	COc1ccc(C2(CN(C(C)=O)C(C)=O)CCCC2)cc1OC
  4	-0.8	-3.3	.	110	-2	2	1	0.99
26	CC(CCc1ccc(O)cc1)N(C)CCc1ccccc1 (configuration not stated)
  1	-0.6	-1.5	22	89	-4	7	1.1	1.1
27	COc1ccc(-c2nc(CSCC(=O)NCC3CCCO3)c(C)o2)cc1OC (configuration not stated)
  -17	-0.3	0.4	-2	135	-34	-1	1.1	0.98
28	Nc1nc(CSc2nc3ccccc3s2)nc(N2CCCCC2)n1
  0	-1.4	-0.5	12	85	-40	13	1.1	1
29	CN(Cc1ccccc1)c1ncnc2ccc(Br)cc12
  0	-1.2	0.1	.	123	46	23	1.1	1.1
30	CC(=O)NC(CC(=O)Nc1ccc(S(=O)(=O)N2CCCC2)cc1)c1ccccc1 (configuration not stated)
  -4	-0.1	-0.3	-11	95	-12	-11	1	1

As entered above:
COC(=O)c1ccccc1NC(=O)CSc1nc(-c2ccco2)cc(C(F)(F)F)n1 in 5-HT1A blocker reads 28
COc1ccc(CCNC(=O)C2CCCCC2C(=O)O)cc1OC (configuration not stated) in 5-HT1A blocker reads -15
CCN(CC)CCCn1c(C)cc2c(c1=O)C(c1cc(OC)c(OC)cc1OC)C(C#N)=C(N)O2 (configuration not stated) in MMP13 inh reads -2

Compound profiles (already shown). Screens in order: MMP13 inh | HTR1E agonist | S1P3 ag | 5-HT1A blocker | HER2 expr 66K | S1P1 ag pot | HTR1E antagonist | Fluor 339 460 | A340 absorber
`COc1ccc(C2(CN(C(C)=O)C(C)=O)CCCC2)cc1OC` reads 4 | -0.8 | -3.3 | . | 110 | -2 | 2 | 1 | 0.99
`CCOC(=O)c1sc(=S)n(C)c1N` reads 3 | 0.9 | 0.2 | -2 | 106 | -5 | -4 | 0.97 | 1.1
`CN(Cc1ccccc1)c1ncnc2ccc(Br)cc12` reads 0 | -1.2 | 0.1 | . | 123 | 46 | 23 | 1.1 | 1.1
`CCC(c1nnnn1CCOC)N(Cc1ccc(C)cc1)Cc1cc2cc(OC)ccc2[nH]c1=O` (configuration not stated) reads -26 | 0.6 | -0.4 | 14 | 92 | 2 | -1 | 1.2 | 1

New compounds follow
Under each structure: MMP13 inh	HTR1E agonist	S1P3 ag	5-HT1A blocker	HER2 expr 66K	S1P1 ag pot	HTR1E antagonist	Fluor 339 460	A340 absorber
31	O=C(C1Cc2ccccc2CN1S(=O)(=O)c1ccc(F)cc1)N1CCCCCC1 (configuration not stated)
  2	1.1	-0.6	-5	170	-11	-7	1.1	1
32	COc1ccc2c(c1)nc(N)n2Cc1ccccc1
  -15	-0.4	-1.5	.	93	-7	-3	1.1	1
33	Cc1cc(NC(=O)c2cc3nc4c(c(C(F)(F)F)n3n2)CCc2ccccc2-4)no1
  4	-0.5	0.2	-11	83	-16	-22	2.2*	1.1
34	COC(=O)c1cc2occc2n1CC(=O)Nc1ccc(OC)c(OC)c1
  2	-1.0	-0.4	1	72	-8	-8	1.1	0.98
35	COc1ccc(OC)c(C2/C(=C(/O)c3ccc(C)cc3)C(=O)C(=O)N2Cc2ccco2)c1 (configuration not stated)
  6	-0.9	-1.3	.	87	2	0	1	1.1
36	Cc1ccnc(SCCn2c(N3CCCCC3)nc3c2c(=O)n(C)c(=O)n3C)n1
  5	0.4	0.6	-12	106	-13	-3	1	0.99
37	CC(=O)c1cc2c(cc1NC(=O)CCn1cccc1)OCO2
  -4	-1.3	-0.4	-11	100	-3	-3	1.4	1
38	COc1ccc2oc(=N)c(C(=O)Nc3ccccc3)cc2c1
  -13	0.2	-1.4	4	45	-11	-3	1.2	0.98
39	CC(C)[C@H](NC(=O)[C@@H]1CSCN1C(=O)OC(C)(C)C)C(=O)NCC1CCC(C(=O)O)CC1 (some centres not stated)
  -3	0.5	-0.3	-7	98	5	0	1	1
40	O=C(Nc1ccc(C(F)(F)F)cc1)C1CCCN1S(=O)(=O)c1cccc2cccnc12 (configuration not stated)
  -3	-1.2	0.3	-2	52	66*	10	1	0.99
41	CCOC(=O)N1CCN(C(=O)C(C)(C)Oc2ccc(Cl)cc2)CC1
  3	-0.5	-0.2	2	100	-25	15	1.1	1.1
42	CCN(CCNC(=O)C1CCN(S(=O)(=O)CC)CC1)c1ccccc1
  7	0.0	0.0	-3	98	9	-8	0.97	0.98
43	COc1cc(-c2nn3c(Cc4ccccc4)nnc3s2)cc(OC)c1OC
  -8	0.1	-0.3	14	72	.	31*	1.4	1
44	CCOC(=O)c1oc2ccccc2c1NC(=O)c1cc(OC)cc(OC)c1
  -4	112*	1.2	20	106	-83	15	1.6	1
45	Cc1ccc(S(=O)(=O)NCC(c2ccccc2)N2CCN(CCC#N)CC2)cc1 (configuration not stated)
  0	1.1	-0.7	-9	98	.	-8	1.1	1.1

Later entries.
Under each structure: MMP13 inh	HTR1E agonist	S1P3 ag	5-HT1A blocker	HER2 expr 66K	S1P1 ag pot	HTR1E antagonist	Fluor 339 460	A340 absorber
46	Cc1c(NC(=O)OCCNC(=O)Nc2ccccc2)sc(=S)n1C
  1	1.0	0.6	-12	75	-21	-4	1.1	1.1
47	COc1ccc2cc(CN(CCCN3CCOCC3)Cc3nnnn3C3CCCC3)c(=O)[nH]c2c1
  -11	-2.0	-0.5	2	90	-12	2	1.4	1.1
48	O=C(CCCSc1nc2ccccc2[nH]1)NC1=NCCS1
  2	-0.5	.	-5	91	.	11	1.1	1
49	CCC(C)(C)NC(=O)CC(c1ccc(OC)cc1)n1cccc1 (configuration not stated)
  3	1.9	0.4	-5	86	-1	-5	1	1
50	CN(C)c1ccc(C(=O)Nc2ccc(S(=O)(=O)NC3=NCCCCC3)cc2)cc1
  -5	0.2	.	3	240	.	-7	1.2	1.3
51	Cc1cccc(N2CCN(C(=O)Cn3nc(Cc4ccncc4)c4ccccc4c3=O)CC2)c1C
  0	2.6	-1.2	0	74	4	17	1	0.97
52	Cc1ccc(NC(=O)C2CCCN2C(=O)Oc2ccccc2)cc1 (configuration not stated)
  3	-0.7	-0.4	-18	97	-13	-7	0.96	1
